# Screens (PubChem BioAssay)
# GAA inhib: qHTS Assay for Inhibitors of Human alpha-Glucosidase as a Potential Chaperone Treatment of Pompe Disease | Lysosomal alpha-glucosidase (Homo sapiens), P10253 | purified human GAA, 4-MU-alpha-glucoside fluorescence | Potency, µM (highest dose often 76.9 µM), for the others: at the top dose activity change, negative = inhibition, most hits filed as inhibitors | actives 0.005% (n = 200,000) | AID 1466, 2008;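 also: plate controls were uninhibited enzyme wells for no effect and no-enzyme background for full effect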
#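 qHTS format, compound range up to 77 uM. Human lysosomal enzyme at 4 nM, 400 uM 4-MU glucoside substrate, pH 5.0, 20 min room temperature; fluorescence after alkaline stop gives activity normalized to controls.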
# Tau fluor cs: Counterscreen qHTS for Inhibitors of Tau Fibril Formation, Fluorescence Polarization. Potency, µM (doses to about 57.7 µM), for inactives: at the top dose activity change, negative = decrease. actives 0.93% (n = 280,000). AID 1463, 2008. tau K18 P301L (four-repeat tau fragment) Alexa594 fluorescence, heparin fibrillization; also: % is scaled to controls: 0 for no effect and ±100 for the full control effect; nearly all actives have a fitted effect of over 55% in size
#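 Human K18 P301L tau (15 uM unlabeled plus 0.24 uM Alexa 594-labeled, final) in 100 mM sodium acetate pH 7 was mixed with compound and 20 uM heparin and incubated 6 hr at 37 C.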
# aGal spleen mod: qHTS Assay for Inhibitors and Activators of Human alpha-Galactosidase From Spleen Homogenate | actives 0.008% (n = 240,000) | human spleen homogenate, 4MU-alpha-Gal fluorescence, 40 min | Potency, µM (series often up to 80 µM), without a hit: at the top dose activity change, negative = inhibition, usual class: inhibitors | AID 2107, 2009 | Alpha-galactosidase A (Homo sapiens), P06280;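 also: 0% = enzyme with vehicle and -100% = no enzyme basal signal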
# Target sequence (P06280 32-429 limits assumed): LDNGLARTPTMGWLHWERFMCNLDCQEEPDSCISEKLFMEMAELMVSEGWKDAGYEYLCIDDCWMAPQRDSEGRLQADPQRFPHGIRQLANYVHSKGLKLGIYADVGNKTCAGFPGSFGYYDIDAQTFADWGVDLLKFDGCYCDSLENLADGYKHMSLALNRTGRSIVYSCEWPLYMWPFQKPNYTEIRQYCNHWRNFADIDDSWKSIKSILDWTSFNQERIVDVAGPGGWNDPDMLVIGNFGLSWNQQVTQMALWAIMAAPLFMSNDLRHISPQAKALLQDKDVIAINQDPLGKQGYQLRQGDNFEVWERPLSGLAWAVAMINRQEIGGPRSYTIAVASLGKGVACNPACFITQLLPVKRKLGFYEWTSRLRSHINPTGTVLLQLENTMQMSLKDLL
#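 Fluorogenic readout (Ex 365/Em 440 nm) of 4-methylumbelliferone released from 1 mM 4-MU-alpha-galactoside by spleen homogenate, 40 min at 37C, pH 5.0. Data normalized to no-enzyme and enzyme controls; Hill-equation AC50 from compound titrations.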
# Epigenetic derep: Quantitative High-Throughput Screen for Regulators of Epigenetic Control | murine LDR cells, GFP reporter derepression, 30 h | Potency, µM (doses to about 53.9 µM), inactives show top-dose GFP activation, hits mostly activators | actives 0.2% (n = 280,000); also: % of control where 0% means no effect; nearly all actives have a fitted effect of over 60% in size
#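 In this reporter-derepression format, murine cells bearing a silenced integrated CMV-GFP locus incubate with test compound (30 h, 37 C), then are washed and imaged; fluorescent objects of 20–120 um count as induced cells.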
# NPSR antagonist: qHTS Assay for Antagonists of the Neuropeptide S Receptor: cAMP Signal Transduction | actives 1% (n = 220,000) | Potency, µM (doses to about 38.3 µM), for inactives: at the top dose activity change, negative = inhibition, actives largely listed as inhibitors | Q6W5P4 | CHO-NPSR cells, cAMP TR-FRET, antagonist mode; also: % is scaled to controls: 0 for no effect and ±100 for the full control effect; nearly all actives have a fitted effect of over 50% in size; many of its hits are not listed in these tables
# Target sequence (Q6W5P4 whole entry, looked up): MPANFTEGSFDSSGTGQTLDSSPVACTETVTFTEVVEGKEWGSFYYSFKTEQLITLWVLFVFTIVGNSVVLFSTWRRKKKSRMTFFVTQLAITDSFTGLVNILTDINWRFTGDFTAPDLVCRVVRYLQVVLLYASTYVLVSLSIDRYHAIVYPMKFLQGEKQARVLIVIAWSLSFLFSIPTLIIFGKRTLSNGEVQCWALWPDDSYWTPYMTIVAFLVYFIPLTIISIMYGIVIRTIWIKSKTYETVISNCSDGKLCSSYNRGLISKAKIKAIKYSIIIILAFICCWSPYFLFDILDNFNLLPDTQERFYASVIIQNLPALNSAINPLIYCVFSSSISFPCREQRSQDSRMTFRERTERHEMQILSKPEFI
# GAA glycogen: qHTS Assay for Inhibitors and Activators of Human alpha-Glucosidase Cleavage of Glycogen; Lysosomal alpha-glucosidase (Homo sapiens), P10253; recombinant GAA, glycogen substrate, Amplex Red glucose oxidase fluorescence; Potency, µM (titrated, usually from 76.4 µM), without a hit: at the highest dose activity change, negative = inhibition, actives largely listed as inhibitors; actives 0.38% (n = 300,000); AID 2100, 2009;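 also: 0% = full enzyme reaction and -100% = no-enzyme basal signal; the screen sought inhibitors and activators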
#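 Recombinant human alpha-glucosidase (4 nM final) hydrolysed bovine liver glycogen (30 ug) for 40 min at 37 C in pH 5.0 citrate/phosphate with 0.01% Tween-20. Released glucose detected by glucose oxidase/Amplex Red, Ex 573/Em 610 nm. Compounds up to 77 uM; AC50 from Hill fits.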
# ALDH1A1 block: qHTS Assay for Inhibitors of Aldehyde Dehydrogenase 1 (ALDH1A1). Purified ALDH1A1, NADH fluorescence, propionaldehyde substrate. actives 7.3% (n = 220,000). Aldehyde dehydrogenase 1A1 (Homo sapiens), P00352. Potency, µM (doses to about 75.3 µM), for inactives: at the highest dose activity, negative = inhibition, most hits filed as inhibitors; active = well fitted inhibition curve with a large enough effect, not every such curve was filed as active; inconclusive = small, poorly fitted or top-dose-only effect, or another doubt; inactive = no such curve, though single readings can be large or run the other way;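 also: plate controls were no enzyme wells and a reference inhibitor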
# GAA spleen mod: qHTS Assay for Inhibitors and Activators of Human alpha-Glucosidase From Spleen Homogenate | actives 0.006% (n = 240,000) | Potency, µM (titrated, usually from 79.9 µM), for the others: at the highest dose activity change, negative = inhibition, most hits filed as inhibitors | Lysosomal alpha-glucosidase (Homo sapiens), P10253 | human spleen homogenate, 4-MU-alpha-glucoside fluorescence;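 also: 0% = enzyme with vehicle and -100% = no enzyme basal signal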
#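 Human spleen homogenate (1 ug) incubated with compounds and 1 mM 4-methylumbelliferyl-alpha-D-glucopyranoside in pH 5.0 citrate/phosphate buffer, 37 C, 40 min. Stopped at pH 10; 4-MU fluorescence (Ex 365/Em 440 nm); AC50 by Hill fit.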
# * hit, by the source's call; ? = inconclusive; nt = not tested or not shown; & = joins results of further samples; ! = repeats disagree; [ ] = remark or other dose. Unless noted, calls follow the shape of the dose curve; as a rule, active = well fitted curve in the direction sought with a large enough effect; inconclusive = small, poorly fitted or top-dose-only effect, or another doubt; inactive = no such curve, though single readings can be large; an effect the other way counts as inactive or inconclusive. Potency is read from the fitted curve at half-maximal effect. These rows are one share of the data; rates above refer to the full screens.
SMILES,GAA inhib,Tau fluor cs,aGal spleen mod,Epigenetic derep,NPSR antagonist,GAA glycogen,ALDH1A1 block,GAA spleen mod
O=C(CS(=O)(=O)Cc1ccccc1)Nc1ccc(Cl)cn1,2%,-7%,7%,-5.1%,-5%[46.1 µM],-1%,0%,2%
Cc1ccccc1-n1ncc2c(SCC(=O)N3c4ccccc4CC3C)ncnc21 (configuration not stated),6%,-12%,-2%,-1.3%,?,-9%,14µM*,4%
CCc1c(C)nc2ncnn2c1N1CCC(C(=O)N2CCN(c3ccc(F)cc3)CC2)CC1,-5%,-4%,-1%,0.7%,-26%[46.1 µM],-9%,?,-3%
C#CCOCCOCCOCCNc1nc(N2CCN(C(=O)[C@H](Cc3cc4ccccc4[nH]3)n3cc([C@@H](N)CC(C)C)nn3)CC2)nc(N2CCN(C(=O)[C@H](Cc3cc4ccccc4[nH]3)n3cc([C@@H](N)CC(C)C)nn3)CC2)n1,nt,-14%,-7%,-2.0%,46%,-6%,?,-3%
CN(C)S(=O)(=O)c1ccc(/C(O)=C2/C(=O)C(=O)N(Cc3cccnc3)C2c2cccs2)cc1 (configuration not stated),nt,-16%,-3%,-1.2%,-9%,-15%,?,-4%
O=S(=O)(/N=C(/NS(=O)(=O)c1ccccc1)c1ccccc1)c1ccccc1,0%,-12%,-5%,0.0%,-23%,-8%,-6%,4%
Cc1cccc(OCCOc2ccccc2C=C(C#N)C#N)c1,-1%,-13%,6%,-0.9%,-46%,-5%,7.1µM*,2%
Cc1ccc(/C=C/C(=O)N2CCN(S(=O)(=O)c3c(C)c(C)cc(C)c3C)CC2)o1,-5%,-5%,-5%,8.9%,-22%[46.1 µM],-5%,14µM*,4%
C/C(Cn1nc([N+](=O)[O-])cc1C)=N\NC(=O)COc1ccccc1[N+](=O)[O-],2%,-11%,-4%,7.9%,-35%,5%,14µM*,-7%
CC1(C)N=C(N)N=C(N)N1c1ccc(F)cc1F,-1%,-7%,7%,2.1%,-2%[46.1 µM],-2%,8%,-2%
COc1ccccc1NC(=O)c1sc2nc(Cc3ccccc3)cc(C(F)(F)F)c2c1N,-4%,-21%,7%,5.7%,-8%[46.1 µM],3%,4%,0%
Fc1ccc2[nH]c3c(N4CCN(c5ccccc5)CC4)ncnc3c2c1,-7%,25µM*[quencher],1%,0.0%,?,-1%,-2%,6%
Cc1ccc(NC=C(S(=O)(=O)c2ccccc2)S(=O)(=O)c2ccccc2)cc1,-1%,-20%,1%,0.0%,-29%[46.1 µM],0%,1%,-1%
Cc1ccc(Cc2cnc(N3C(=N)SC(C)C3=O)s2)cc1 (configuration not stated),-2%,-9%,2%,13%,-41%,-3%,-4%,1%
COc1cc(C2CC(=O)Oc3cc(C)c(Br)c(C)c32)cc(OC)c1OC (configuration not stated),nt,-12%[81.3 µM],-5%,-0.1%,nt,nt,-8%,-7%
O=C(c1cncs1)N1CCCC(CNS(=O)(=O)c2cccs2)C1 (configuration not stated),?,-8%,7%,4.8%,1%,8%,?,2%
COc1ccc(C)cc1-n1nnnc1SCc1nc2ccccc2c(=O)[nH]1,-4%,-1%,2%,2.1%,-27%,1%,40µM*,5%
CCC1Oc2ccc(C)cc2N(CC(=O)N(Cc2ccncc2)Cc2ccco2)C1=O (configuration not stated),-4%,-1%,-2%,7.0%,-23%[46.1 µM],-5%,?,0%
CC(C)(C)NS(=O)(=O)c1ccc(CCC(=O)N2CCCC2)cc1,10%,2%,6%,2.1%,4%,-1%,?,5%
O=C1OCC(c2ccccc2)=C1c1ccccc1[N+](=O)[O-],-8%,-3%,3%,7.4%,6%,1%,-2%,-1%
COc1ccc(CCNC(=O)CCCN2C(=O)c3ccccc3C2=O)cc1,4%,0%,8%,0.0%,-3%,-12%,14µM*,1%
CCOc1ccc(NC(=O)c2cccc(OC(=S)N3CCOCC3)c2)cc1,1%,-16%,5%,0.9%,0%,6%,-5%,-1%
C=CCNC(=O)NC(=O)COC(=O)/C(C#N)=C/c1cc(C)n(CCC(C)C)c1C,11%,-5%,0%,?,-12%[46.1 µM],0%,?,-5%
CCn1ccnc1[C@@H]1C[C@H]2CN(c3ccccc3OC)C(=O)[C@]23CCCN13,1%,-15%,3%,2.3%,-19%,-8%,3%,1%
O=c1cc(CN2CCN(c3ccc(F)cc3)CC2)nc2sccn12,-5%,-3%,-2%,-0.8%,-6%[46.1 µM],-6%,?,-6%
# Additional results
SMILES,GAA inhib,Tau fluor cs,aGal spleen mod,Epigenetic derep,NPSR antagonist,GAA glycogen,ALDH1A1 block,GAA spleen mod
COc1cc(C(=O)NCCc2ccc3c(c2)OCCO3)ccc1OCC(=O)N1CCOCC1,-8%,0%,-11%,3.8%,-18%[46.1 µM],-7%,22µM*,-6%
O=C(COc1cccc(C(F)(F)F)c1)Nc1ccc(S(=O)(=O)N2CCCC2)cc1,?,?,6%,0.0%,-14%[46.1 µM],-10%,?,-22%
CCOC(=O)C1CCN(Cc2cc(C(C)C)c(O)c(C(C)C)c2)CC1,-5%,5%,-4%,-3.8%,9%,-15%,4%,-7%
CCOc1ccccc1/C=c1\sc2nc(-c3ccco3)nn2c1=O,2%,-16%,3%,2.7%,-14%[46.1 µM],-1%,28µM*,3%
Cc1ccc(S(=O)(=O)ON=C2CCN(S(=O)(=O)c3ccccc3)CC2)cc1,3%,4%,9%,-0.1%,-8%[46.1 µM],5%,-5%,-2%
CC(=O)N1CCN(C(=S)c2ccc(N(C)C)cc2)CC1,0%,-2%,-4%,0.0%,-11%[46.1 µM],-5%,8.9µM*,-5%
CC(=O)c1c(C)nc(C)nc1NC(=O)C(C)C,5%,11%,19%,-4.4%,25%[46.1 µM],7%,?,14%
COc1ccc(C)cc1-n1nnnc1SCC(=O)N1CCC(C(=O)Nc2nccs2)CC1,-5%,8%,0%,3.0%,?,-1%,7.9µM*,-2%
O=C(CCCCn1c(=S)[nH]c2ccsc2c1=O)NCc1ccc2c(c1)OCO2,-13%,-5%,-5%,-0.1%,-12%,-15%,?,0%
CC(C)CN1CCNC(=O)C1CC(=O)NCCCN1CCCc2ccccc21 (configuration not stated),-2%,-13%,10%,-2.7%,8%,?,-15%,-1%
COc1ccc(OC)c(NC(=O)CCN2CCC(C)CC2)c1,1%,-3%,-6%,0.0%,-8%[46.1 µM],0%,6%,-14%
COc1cccc(NC(=S)N(CCN(C)C)C(C)c2cccnc2)c1 (configuration not stated),-4%,-2%,-4%,0.0%,6%,1%,0%,-1%
O=C(CSc1nnc2c(Cl)cc(C(F)(F)F)cn12)NCc1ccc(F)cc1,-3%,?,-6%,-1.9%,-10%,1%,?,-7%
CN1CCc2c(sc(NC(=O)c3ccc(S(=O)(=O)N4CCOCC4)cc3)c2C(N)=O)C1,-15%,-2%,-2%,1.3%,-11%[46.1 µM],17%,-8%,-7%
CN(C1CCCCC1)S(=O)(=O)c1ccc(NC(=O)C2CCCCC2C(=O)O)cc1 (configuration not stated),-6%,0%,-11%,-1.0%,1%[46.1 µM],0%,-1%,-11%
N[C@@H](Cc1cc(I)c(Oc2ccc(O)c(I)c2)c(I)c1)C(=O)O,-3%&3%[15.4 µM],?,-5%&-3%,0.1%&2.7%,-56%&-53%,-4%&2%,6.3µM*!,-6%&3%
O=C(c1ccco1)N1CCN(C(=O)c2cnn3c(C(F)(F)F)cc(-c4cccs4)nc23)CC1,1%,0%,15%,-1.1%,-10%[46.1 µM],-4%,?,9%
CN(C)c1ccc(C(CNS(=O)(=O)c2ccc(F)cc2)c2c[nH]c3ccccc23)cc1 (configuration not stated),-5%,11µM*[quencher],-1%,0.0%,-47%,-11%,?,-8%

# 5 compounds out of the list, sorted by heavy-atom count, smallest number first.
SMILES,GAA inhib,Tau fluor cs,aGal spleen mod,Epigenetic derep,NPSR antagonist,GAA glycogen,ALDH1A1 block,GAA spleen mod
N[C@@H](Cc1cc(I)c(Oc2ccc(O)c(I)c2)c(I)c1)C(=O)O,-3%&3%[15.4 µM],?,-5%&-3%,0.1%&2.7%,-56%&-53%,-4%&2%,6.3µM*!,-6%&3%
CC(C)CN1CCNC(=O)C1CC(=O)NCCCN1CCCc2ccccc21 (configuration not stated),-2%,-13%,10%,-2.7%,8%,?,-15%,-1%
O=C(COc1cccc(C(F)(F)F)c1)Nc1ccc(S(=O)(=O)N2CCCC2)cc1,?,?,6%,0.0%,-14%[46.1 µM],-10%,?,-22%
CN(C)c1ccc(C(CNS(=O)(=O)c2ccc(F)cc2)c2c[nH]c3ccccc23)cc1 (configuration not stated),-5%,11µM*[quencher],-1%,0.0%,-47%,-11%,?,-8%
COc1ccc(C)cc1-n1nnnc1SCC(=O)N1CCC(C(=O)Nc2nccs2)CC1,-5%,8%,0%,3.0%,?,-1%,7.9µM*,-2%
